Screening results as filed in PubChem.
All columns: NCI-60 one-dose screen, growth in % after 48 h at 10 µM unless noted; 100 = growth as untreated, 0 = no growth, -100 = all killed.
SK-MEL-5 – SK-MEL-5 melanoma; AID 1794755; hit rate 6.4% among 80,000
EKVX – EKVX NSCLC; AID 1794765; hit rate 3% among 71,000
HOP-92 – HOP-92 NSCLC cells | hit rate 6.3% among 71,000
M14 – M14 melanoma | hit rate 6.2% among 80,000 | AID 1794745
HOP-62 – HOP-62 NSCLC; hit rate 3.9% among 80,000
LOX IMVI – LOX IMVI melanoma; hit rate 7.4% among 79,000
CCRF-CEM – CCRF-CEM leukemia; AID 1794778; hit rate 7% among 77,000
A549/ATCC – A549/ATCC NSCLC; hit rate 3.7% among 81,000
* marks the source's active call; other numbers are inactive results; / = not tested or not shown; & = joins results of further samples. How the source made its calls: active means growth percent below 10; inactive means the rest.

Each structure is followed by: HOP-92	SK-MEL-5	M14	LOX IMVI	CCRF-CEM	EKVX	HOP-62	A549/ATCC
1. COc1ccc(-c2nc3ccccc3n3cccc23)cc1OC
 : 42	75	106	95	81	62	109	83
2. C=C1C(=O)O[C@H]2[C@H]1CC/C(COC(=O)c1cc(OC)c(OC)c(OC)c1)=C\CC[C@@]1(C)O[C@@H]21
 : -59*	-24*	-37*	-95*	-22*	-71*	22	25
3. COc1ccc2[nH]c(O)c(N=NC(=O)Cn3c(-c4ccccc4)nc4cc(C)ccc43)c2c1
 : /	-24*	9.2*	38	8.3*	66	48	15
4. C/C=C\C=N\NC(N)=S
 : 96	98	84	91	36	/	100	78
5. COc1cc(CC(=O)O)ccc1O
 : 89	/	118	101	104	111	110	92
6. COc1cc(C2N=C(NNc3ccccc3)NC(C)=C2C(C)=O)ccc1O (stereo not drawn)
 : 90	104	/	66	101	79	82	96
7. CCOc1ccc(Cn2c(-c3cncs3)nc3ccccc32)cc1OCC
 : 105	98	102	96	102	/	99	98
8. COc1cc(-c2ccc[nH]2)[nH]c1/C=C1\N=C(C)C(C(=O)NC(C)C)=C1C
 : /	-88*	-1.6*	-63*	/	35	/	15
9. O=C(Nc1ccc(F)cc1)Oc1ccc[nH]c1=O
 : 97	88	107	81	105	92	95	99
10. CC(C)(C)OC(=O)N/N=C/c1ccc2c(c1)CCC2
 : /	105	97	85	121	95	101	102
11. COc1cc(/C=N/NC(=O)CSc2nc3sc4c(c3c(=O)n2-c2ccc(Cl)cc2)CCCC4)ccc1O
 : 77	88	102	90	95	89	102	95
12. O=c1cc(CSc2nnc(-c3ccccc3)n2-c2ccc(F)cc2)c2ccc3ccccc3c2o1
 : 84	79	102	90	108	95	93	99
13. Cc1cc(NC(=O)c2ccc3noc(-c4ccccc4)c3c2)ccc1N1CCCC1=O
 : 98	98	110	94	90	106	105	92
14. O=C(CSc1nnc(-c2ccc(Cl)cc2)n1-c1ccccc1)Nc1ccc(C(=O)/C=C/c2ccc(Cl)cc2)cc1
 : 108	96	103	95	89	92	97	91
15. N=C(N)c1ccc(-c2nc3ccc4[nH]ncc4c3c3c2CCCC3)cc1
 : 106	96	90	96	91	96	85	78
16. Nc1nc(SCC(=O)O)c2[nH]cnc2n1
 : 94	103	101	97	101	102	92	89
17. Cc1ccc(C(=O)c2cnc(=S)[nH]c2-c2ccc(Br)cc2)cc1
 : 113	103	96	104	114	107	101	102
18. COc1ccc(NC(=O)CN2CCN(c3ncnc4c3cnn4-c3ccccc3)CC2)cc1
 : 72	29	82	69	64	55	88	86
19. COc1cccc(-c2nc(Nc3ccc(S(N)(=O)=O)cc3)c3ccccc3n2)c1
 : /	26	39	25	19	46	59	28
20. CCOC(=O)[C@@H](C)N1CC=CCN(OCc2ccccc2)S1(=O)=O
 : 109	102	102	100	111	148	102	90
21. COc1ccc(-c2cc(C(=O)N=Nc3c(O)[nH]c4ccccc34)c3ccccc3n2)cc1OC
 : 89	97	96	105	100	92	93	96
22. COc1ccc(NC(=O)c2sc3nc(-c4cnccn4)cc(-c4cccs4)c3c2N)cc1
 : 58	59	81	18	95	88	84	72
23. CCCCC/C=C\C/C=C\CCCCCCCCOc1cccc(CCOP(=O)(O)OCC[N+](C)(C)C)c1
 : 105	105	107	100	102	100	107	104
24. CC(=O)c1cc2c(cc1C)C1=C(CCC(C)C1)C2(C)C (stereo not drawn)
 : 105	99	92	95	97	107	84	64
25. NS(=O)(=O)c1ccc(NC(=O)N2CCN(c3ccc(Cl)c(Cl)c3)CC2)cc1
 : /	66	85	89	86	/	94	77
26. CCc1oc2ccccc2c1C(=O)c1cc(I)c(O)c(I)c1
 : 53	32	16	51	66	84	108	40
27. CCC(CC)COC(=O)c1ccc(C(C)C)cc1
 : 79	102	102	98	125	93	106	105
28. CCCCNC(=O)NS(=O)(=O)c1ccc(N2N=C(c3ccc(C)cc3C)CC2c2ccc(OC)cc2)cc1 (stereo not drawn)
 : 75	56	43	56	54	/	92	38
29. CC(=O)Nc1ccc(S(=O)(=O)N/N=C/c2c(O)ccc3ccccc23)cc1
 : /	110	111	100	95	121	100	98
30. CCSC1OC(COC(C)=O)C(OC(C)=O)C(OC(C)=O)C1OC(C)=O (stereo not drawn)
 : 121	115	101	97	106	107	105	103
31. O=C(Nc1ccc2c(c1)OC1(CCCC1)O2)c1cccc(-c2nn[nH]n2)c1
 : 106	102	98	103	99	105	102	95
32. Nc1ccc(SCc2cc3cc(Cl)ccc3[nH]c2=O)cc1
 : 80	22	11	44	22	57	80	74
33. Cc1ccc(NSc2ccccc2[N+](=O)[O-])cc1
 : 38	14	8.0*	35	12	50	25	21
34. C[n+]1cc2cc3c(cc2c2ccccc21)OCO3
 : 82	43	81	63	57	/	34	15
35. CCCCn1cnc2c(SCc3ccccc3F)nc(N)nc21
 : 75	104	110	104	96	99	107	99
36. CCOC(=O)c1cccc2c1-c1ccccc1C2=O
 : /	107	104	98	92	102	/	/
37. CCc1ccc(OC(C)=O)cc1
 : 83	106	105	106	101	98	109	97
38. c1ccc(-c2ccc3c(c2)NC(C2Nc4cc(-c5ccccc5)ccc4O2)O3)cc1 (stereo not drawn)
 : 124	105	97	98	107	114	101	96
39. Cc1cccc(NC(=O)N/C(N)=N/c2nc(C)c(C)s2)c1
 : 68	59	28	43	54	56	55	43
40. CC(=O)c1cc2c(N)c(C(=O)Nc3cccc4c3OCCO4)sc2nc1C
 : 99	95	94	97	97	102	81	71

Compound profiles, as listed above. Screens in order: HOP-92 | SK-MEL-5 | M14 | LOX IMVI | CCRF-CEM | EKVX | HOP-62 | A549/ATCC
CCC(CC)COC(=O)c1ccc(C(C)C)cc1 reads 79 | 102 | 102 | 98 | 125 | 93 | 106 | 105
CC(=O)c1cc2c(cc1C)C1=C(CCC(C)C1)C2(C)C (stereo not drawn) reads 105 | 99 | 92 | 95 | 97 | 107 | 84 | 64
COc1ccc(-c2cc(C(=O)N=Nc3c(O)[nH]c4ccccc34)c3ccccc3n2)cc1OC reads 89 | 97 | 96 | 105 | 100 | 92 | 93 | 96
C/C=C\C=N\NC(N)=S reads 96 | 98 | 84 | 91 | 36 | / | 100 | 78

Other structures follow:
Each structure is followed by: HOP-92	SK-MEL-5	M14	LOX IMVI	CCRF-CEM	EKVX	HOP-62	A549/ATCC
41. O=C1CC2CC=CCN2C=C1c1ccc(F)cc1 (stereo not drawn)
 : 97	99	103	97	101	99	105	80
42. O=[N+]([O-])c1ccc(/C=[N+](\[O-])CCO)o1
 : 104	97	97	93	110	101	103	104
43. C=C1CC[C@@H]2[C@](C)(COC(C)=O)[C@H](OC(C)=O)CC[C@@]2(C)[C@@H]1CC(Nc1ccc(S(=O)(=O)Nc2cc(C)on2)cc1)C1=CCOC1=O (stereo partly drawn)
 : /	44	30	-73*	-19*	82	60	72
44. CC(=O)OCC(=O)[C@@]1(O)CC[C@H]2[C@H]3[C@H]([C@@H](O)C[C@@]21C)[C@@]1(C)CCC(=O)C=C1C[C@@H]3C
 : 117	102	105	98	/	/	107	89
45. CN(C)C(=O)c1ccc2c3c(ccc(C(=O)N(C)C)c13)CC2
 : /	101	103	95	105	/	99	99
46. O=C(COc1ncnc2sc3c(c12)CCCC3)N/N=C\c1ccc(Br)cc1
 : 117	101	101	96	107	96	108	98
47. O=C1Cc2ccccc2C(=O)O1
 : 92	105	99	102	86	107	108	110
48. Cc1ccc(Cn2c(=O)[nH]c(=O)n(Cc3ccc(Cl)cc3)c2=O)cc1
 : /	109	101	93	106	/	99	93
49. Cc1ccc(C(=O)Nc2nc3c(s2)CN(Cc2ccccc2)CC3)cn1
 : 98	79	80	87	85	90	88	75
50. C=C(C)[C@@H]1CCC=C2CC[C@]3(C)[C@H](CC[C@@H]4[C@@]5(C)CC[C@H](O)C(C)(C)[C@@H]5CC[C@]43C)[C@H]21
 : 117	98	111	100	103	107	108	99
51. CCOc1ccc(NC(=O)CSc2nc3ccccc3c(=O)n2CCc2ccc(S(N)(=O)=O)cc2)cc1
 : 76	100	91	88	95	93	80	104
52. COc1ccc2c(c1)CC[C@@H]1[C@@H]2CC[C@]2(C)[C@H](O)[C@H](O)C[C@@H]12
 : 117	80	103	108	100	81	102	97
53. O=C(COc1cccc2c1N=CCC2)Nc1ccc(C(=O)/C=C/c2ccc(Cl)cc2Cl)cc1
 : 98	97	103	94	95	94	108	97
54. O=C(Nc1c2ccccc2nc2ccccc12)c1ccccc1CN1C(=O)c2ccccc2C1=O
 : 38	40	21	22	41	43	37	19
55. C=C(C)CNCC(=C)C
 : 83	98&94	94&116	99&96	91&98	93&109	89&109	79&103
56. CC(C)(C)c1nn(-c2ccccc2)c2ncc3c(c12)C(=O)N(c1ccccc1)C3=O
 : /	111	115	88	/	109	116	104
57. C[N+](C)([O-])Cc1ccccc1
 : 102	106	110	108	95	93	94	98
58. O=C(CN1CCOCC1)Nc1nc2c(s1)Nc1ccccc1NC2=O
 : /	/	111	/	91	/	97	94
59. COc1ccc(/C=N/NC(N)=S)c(OC)n1
 : 113	93	104	102	/	/	116	/
60. CCOC(=O)C1CCC(=O)N1Cc1c[nH]c2ccccc12 (stereo not drawn)
 : 98	100	100	98	/	/	97	104
61. CC(C)CCCC(=O)CCCCCCC(=O)CCN(O)C(=O)C(N)CO (stereo not drawn)
 : 39	86	/	73	75	90	87	86
62. CC(C)(C)C(=O)Nc1ccccc1
 : 91	99	105	105	113	114	/	108
63. CCOC(=O)C1=C(C(=O)OCC)N(c2cc(OC)c(OC)c(OC)c2)C(N)=C(C#N)C1c1cc(=O)[nH]c2ccccc12 (stereo not drawn)
 : /	96	105	94	113	89	92	105
64. O=C(CC1CC(c2ccc(-c3noc(=O)[nH]3)cc2)=NO1)NO (stereo not drawn)
 : 96	102	95	95	95	100	92	96
65. O=S(=O)(OCCCCCCCOS(=O)(=O)c1ccc(F)cc1)c1ccc(F)cc1
 : 80	100	94	93	95	100	89	88
66. CC(C)OC(=O)[C@H](C)NP(=O)(OC[C@H]1O[C@@H](n2cnc3sc4c(=O)[nH]c(N)nc4c32)C(F)(F)[C@@H]1OP(=O)(N[C@@H](C)C(=O)OC(C)C)Oc1ccccc1)Oc1ccccc1 (stereo partly drawn)
 : 86	67	72	26	40	70	75	88
67. O=C1CC2CC=C(c3ccc(F)cc3)CN2C=C1c1ccccc1 (stereo not drawn)
 : 83	93	105	105	96	89	87	73
68. COc1cc(C[C@H]2OC(=O)C=C2c2ccc(O)cc2OC)ccc1O
 : 89	104	97	95	96	98	100	88
69. FC(F)(F)Oc1cccc(C2=CN=C3SC(Cc4cccnc4)=NC23)c1 (stereo not drawn)
 : 72	87	70	59	57	72	89	64
70. CCOC(=O)CSc1ncnc2c1c(-c1ccccc1)cn2-c1ccc(Cl)cc1
 : 70	97	101	90	102	100	85	85
71. Nc1nc(N)c2c(n1)NC(c1ccccc1)CC(c1cccc(Nc3ccncc3)c1)=N2 (stereo not drawn)
 : 64	93	91	84	87	84	90	78
72. O=C(O)CC1c2ccccc2-c2ccccc21
 : 98	92	105	91	102	104	88	/

Of the compounds above, these contain a thiophene ring, fused or not.
Each structure is followed by: HOP-92	SK-MEL-5	M14	LOX IMVI	CCRF-CEM	EKVX	HOP-62	A549/ATCC
11. COc1cc(/C=N/NC(=O)CSc2nc3sc4c(c3c(=O)n2-c2ccc(Cl)cc2)CCCC4)ccc1O
 : 77	88	102	90	95	89	102	95
22. COc1ccc(NC(=O)c2sc3nc(-c4cnccn4)cc(-c4cccs4)c3c2N)cc1
 : 58	59	81	18	95	88	84	72
40. CC(=O)c1cc2c(N)c(C(=O)Nc3cccc4c3OCCO4)sc2nc1C
 : 99	95	94	97	97	102	81	71
46. O=C(COc1ncnc2sc3c(c12)CCCC3)N/N=C\c1ccc(Br)cc1
 : 117	101	101	96	107	96	108	98
66. CC(C)OC(=O)[C@H](C)NP(=O)(OC[C@H]1O[C@@H](n2cnc3sc4c(=O)[nH]c(N)nc4c32)C(F)(F)[C@@H]1OP(=O)(N[C@@H](C)C(=O)OC(C)C)Oc1ccccc1)Oc1ccccc1 (stereo partly drawn)
 : 86	67	72	26	40	70	75	88
